Casp6 inh: human caspase-6 inhibitors, primary screen, biochemical, VEID-R110 fluorescence, single point, set 2; P55212; purified caspase-6, Z-VEID-R110 cleavage fluorescence; inhibition, % at 12.5 µM; actives 0.53% (n = 350,000); AID 686996, 2013;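 active means mean inhibition across replicates at least about 35%, with every replicate also reaching that limit, limit read from the data; inconclusive means only one of the two criteria met; inactive means neither criterion met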;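 further: 0% = median of neutral control wells and 100% = no fluorescence left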
Target sequence (P55212 24-179 limits assumed): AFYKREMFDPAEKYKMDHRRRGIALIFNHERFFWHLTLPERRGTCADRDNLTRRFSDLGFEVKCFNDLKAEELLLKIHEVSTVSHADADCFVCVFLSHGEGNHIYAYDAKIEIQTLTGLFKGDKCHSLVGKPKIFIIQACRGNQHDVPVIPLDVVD
Target sequence (P55212 194-293 limits assumed): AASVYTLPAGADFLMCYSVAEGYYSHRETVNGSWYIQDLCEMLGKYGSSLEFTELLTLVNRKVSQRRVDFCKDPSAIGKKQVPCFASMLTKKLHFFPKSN
SIRT5 inh: SIRT5 desuccinylase inhibitors, primary screen, biochemical, fluorescence imaging, single point, set 5. NAD-dependent protein deacylase sirtuin-5, mitochondrial (Homo sapiens), Q9NXA8. actives 1.1% (n = 330,000). Purified SirT5, succinyl-peptide AMC, trypsin-coupled fluorescence. AID 652115, 2013. inhibition, % at 15 µM; in the data active means inhibition above about 15%; inconclusive means no clear call, values can overlap the other calls
Target sequence (Q9NXA8 whole entry, looked up): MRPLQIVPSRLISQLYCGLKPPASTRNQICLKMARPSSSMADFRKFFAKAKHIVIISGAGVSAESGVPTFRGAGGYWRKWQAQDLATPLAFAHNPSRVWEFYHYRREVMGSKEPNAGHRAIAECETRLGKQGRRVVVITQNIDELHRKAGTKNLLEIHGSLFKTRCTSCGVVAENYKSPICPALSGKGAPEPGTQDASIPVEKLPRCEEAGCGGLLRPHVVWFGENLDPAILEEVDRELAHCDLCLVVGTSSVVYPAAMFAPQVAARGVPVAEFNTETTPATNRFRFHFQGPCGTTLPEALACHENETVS
F508del corr: F508del CFTR correction, initial screen, CFBE line, single point | CFBE cells, YFP halide quenching; stimulated with forskolin plus potentiator P3; % fluorescence drop versus neutral controls | activity (quench increase), % at 7.58 µM | actives 0.36% (n = 350,000);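 active means mean added fluorescence quench of at least 8% versus neutral control, with both replicates also reaching 8%; inconclusive means only one of the mean or replicate conditions met; inactive means mean below 8% and not both replicates reaching 8%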;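 further: cells transiently co-express mutant CFTR-F508del with the halide-sensitive YFP; corrector assay measuring rescue of mutant channel to the surface after 24 h compound exposure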
ERAP1 HTS inh: human ERAP1 aminopeptidase inhibitors, primary screen, biochemical, single point, plate reader. Endoplasmic reticulum aminopeptidase 1 (Homo sapiens), Q9NZ08. recombinant ERAP1, Leu-AMC fluorescence, 60 min. inhibition, % at 10.7 µM. actives 0.15% (n = 340,000);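 active means mean replicate inhibition of at least 30%, or all replicates individually reaching that 30% level; inactive means mean below 30% and not every replicate reaching it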;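 further: 0% = neutral control wells and 100% = L-leucinethiol positive control wells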
ERp5 block: inhibitors of ERp5-driven insulin aggregation, primary screen, biochemical, turbidity, absorbance 650 nm, single point. Protein disulfide-isomerase A6 (Homo sapiens), Q15084. 90 min. inhibition, % at 9.99 µM. actives 0.05% (n = 350,000). AID 651711, 2012;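 active means mean replicate inhibition above about 25%, with every replicate also reaching it, limit read from the data, passing the limit was not always enough; inconclusive means only one of those two criteria met; inactive means neither criterion met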
Target sequence (Q15084 whole entry, looked up): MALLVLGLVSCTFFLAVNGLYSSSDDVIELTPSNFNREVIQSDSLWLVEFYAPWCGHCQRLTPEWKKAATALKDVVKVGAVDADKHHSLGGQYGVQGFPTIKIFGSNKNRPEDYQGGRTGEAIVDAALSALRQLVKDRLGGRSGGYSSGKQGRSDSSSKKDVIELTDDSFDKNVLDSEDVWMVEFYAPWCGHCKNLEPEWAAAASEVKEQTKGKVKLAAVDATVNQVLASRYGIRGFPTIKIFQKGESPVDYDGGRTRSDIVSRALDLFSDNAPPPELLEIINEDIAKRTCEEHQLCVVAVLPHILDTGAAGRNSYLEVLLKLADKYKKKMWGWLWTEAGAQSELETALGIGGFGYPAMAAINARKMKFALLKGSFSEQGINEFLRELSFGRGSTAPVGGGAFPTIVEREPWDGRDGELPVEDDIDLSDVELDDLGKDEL
miR122 inh: miR-122 Renilla sensor signal increase in Huh7, primary screen, miR-122 inhibitor project, cell-based, single point, plate reader. activation (reporter increase), % at 12.5 µM. actives 0.3% (n = 340,000). Huh7 miR-122 Renilla luciferase sensor, 48 h; neutral wells = 0, positive control = 100;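 active means mean replicate activation score at least 90 and every replicate individually at or above 90; inconclusive means only one of the two criteria met; inactive means neither criterion met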;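 further: higher luciferase means less miR-122 activity so hits act as miR-122 inhibitors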
DENV2 CPE: inhibitors of DENV2 cytopathic effect, primary screen, cell-based, plate reader, single concentration; DENV2-infected cells, cytopathic effect rescue; CPE inhibition, % at 9.99 µM; actives 1.7% (n = 350,000); AID 651640, 2012; in the data active means CPE inhibition above about 20%, passing the limit was not always enough; inconclusive means no clear call, values can overlap the other calls; tested in BHK-21 cells;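 further: 0% = median of neutral control wells and 100% = median of positive control wells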
Active calls of the source: *; ? = inconclusive; / = not tested or not shown; & = joins results of further samples; [ ] = dose if it differs, or a comment. Outcome played no part in choosing rows. About 4% of those tested had a hit in this group.

Casp6 inh	ERAP1 HTS inh	miR122 inh	ERp5 block	SIRT5 inh	DENV2 CPE	F508del corr	SMILES
-4&-6	-4	/	7&3	5&-3	8&9	-1.7&0.8	O=C(N[C@H]1CC[C@H](CC(=O)N2CCCCC2)O[C@@H]1CO)c1cccc(F)c1
10	3	-64	8	-6	4	17*	N#CC1=C(N)Oc2c(ccc3cccnc23)C1c1ccccc1 (configuration not stated)
1	0	-5	3	-2	-2	-0.5	COc1ccc(C(=O)NCCSCc2ccccc2Cl)cc1OC
0	7	-7	-1	3	-10	/	CC(=O)OCC1CCCC2=C(C)C(=O)CCC21COC(C)=O (configuration not stated)
2	4	9[16.7 µM]	8	6	-1	-1.4	COc1ccc(CN(C)C[C@@H]2OCCCC[C@@H](C)Oc3ccc(NC(=O)C4CCCCC4)cc3C(=O)N([C@H](C)CO)C[C@@H]2C)cc1
1	-1	-7	0	6	-2	0.4	CCN(CC)C(=O)CSc1nnc(SC(C)C(=O)NC2CC2)s1 (configuration not stated)
0	0	-6	1	-1	-4	1.1	CC(=O)Nc1cc2nn(-c3ccccc3)nc2cc1C
0	-1	/	-6	1	-7	1.1	CCS(=O)(=O)Nc1cccc(C2=NN(S(=O)(=O)c3ccccc3)C(c3ccco3)C2)c1 (configuration not stated)
2	-1	-7	-1	-4	/	-0.7	O=C(Nc1ccc(-c2nc3ccccc3[nH]2)cc1)C1CCCO1 (configuration not stated)
2	-1	3	1	8	6	-2.1	Cc1ccc(/C=N/NC(=O)CCSc2ccccc2)cc1
0	5	-5	2	0	-10	0.4	CN(Cc1ccc2nsnc2c1)C(=O)C1CCC(=O)N(CCc2ccccc2)C1 (configuration not stated)
0	0	-1[16.7 µM]	1	-2	2	-1.7	CCNC(=O)C[C@@H]1CC[C@H]2[C@@H](COc3ccc(NC(=O)Nc4cccc(F)c4)cc3C(=O)N2C)O1
1	-2	-26[16.7 µM]	-1	3	-5	-1.5	COc1ccc(CN(C)C[C@@H]2OCCCC[C@H](C)Oc3ccc(NC(=O)Nc4ccc(C(F)(F)F)cc4)cc3C(=O)N([C@@H](C)CO)C[C@H]2C)cc1
-2	2	-5	-10	-9	7	3.5	Cc1ccc(SCC(=O)N(C)C2CCS(=O)(=O)C2)c(C)c1 (configuration not stated)
1	3	-4[16.7 µM]	1	-2	4	1.9	O=C(C[C@H]1CC[C@@H]2[C@H](COC[C@@H](O)CN2Cc2cc(F)ccc2F)O1)NCc1ccc(Cl)cc1
-4	-1	1	6	-2	-6	-1.3	O=C(/C=C/c1cccc(Br)c1)NCc1ccncc1
-2	-4	/	-2	0	2	2.1	Cc1cccc(C(=O)OC2CCCN(C)C2)c1C (configuration not stated)
0	0	4[16.7 µM]	3	6	-8	0.5	CCC(=O)N(C)C[C@H]1Oc2cc(C3=CCCC3)ccc2S(=O)(=O)N([C@@H](C)CO)C[C@@H]1C
-1	0	/	0	4	7	-0.9	Cc1ccc(OCCSc2nc(N)cc(N)n2)cc1
-3	-1	/	-3	-10	-2	0.7	Cc1cccc(NC(=O)C(=O)NCCCc2ccccc2)c1
0	0	/	7	-4	-1	-1.6	CCCNC(=O)N1C[C@@H](C)[C@H](OC)CN(C)C(=O)c2ccc(NC(C)=O)cc2OC[C@@H]1C
-10	1	/	3	-1	-6	-0.1	O=C(NCCCn1ccnc1)c1ccccc1Br
-2	0	6	-6	-4	2	4.3	O=C(CSc1n[nH]c(=O)n1C1CC1)Nc1ccc(Cl)cc1Cl
-2	-7	/	-5	5	2	-1.0	O=C(NCCc1ccc(F)cc1)c1ccc(S(=O)(=O)N2CCCC2)cc1
6	-2	/	-1	-1	5	2.9	N#CCSc1nn(-c2ccc(F)cc2)c(=S)s1

Overlap with the part before: 4 compounds; new compounds follow.
Casp6 inh	ERAP1 HTS inh	miR122 inh	ERp5 block	SIRT5 inh	DENV2 CPE	F508del corr	SMILES
-10	1	/	3	-1	-6	-0.1	O=C(NCCCn1ccnc1)c1ccccc1Br
-2	0	6	-6	-4	2	4.3	O=C(CSc1n[nH]c(=O)n1C1CC1)Nc1ccc(Cl)cc1Cl
-2	-7	/	-5	5	2	-1.0	O=C(NCCc1ccc(F)cc1)c1ccc(S(=O)(=O)N2CCCC2)cc1
6	-2	/	-1	-1	5	2.9	N#CCSc1nn(-c2ccc(F)cc2)c(=S)s1
-1	0	/	1	-3	1	0.5	CCOc1ccc(NC(=O)Nc2ccccc2SC)cc1
-1	3	3	3	0	6	1.9	O=C(COC(=O)c1ccc(-c2cnc3ccccc3n2)cc1)c1ccccc1
0	-1	-6	-4	-3	-6	2.3	COc1ccccc1C(=O)OCC(=O)Nc1cccc(S(=O)(=O)NC2=NCCCCC2)c1
4	5	/	0	10	7	-5.8	O=C1O[C@@H](c2ccccc2)[C@@H](c2ccccc2)N2[C@@H](c3ccc(OCCO)cc3)[C@]3(C(=O)Nc4ccccc43)[C@@H](C(=O)N3CCN(c4ncccn4)CC3)[C@H]12
2	18	/	10	-1	-4	/	Cc1ccsc1/C=N/NC(=O)c1cccc(S(=O)(=O)Nc2ccccc2Cl)c1
2	0	70[16.7 µM]	-5	-2	6	0.8	O=C(C1CCCC1)N1[C@H](CO)[C@@H]2c3ccccc3N(S(=O)(=O)c3ccccc3)C[C@@H]21
1	10	/	5	15*	6	/	O=C(Nc1ccc(CSc2ccccc2)cc1)c1ccccc1
/	3	/	6	3	4	-0.9	COc1cccc(NC(=O)N2CC(=O)N3[C@H](CO)[C@@H](c4ccc(Br)cc4)[C@H]3C2)c1
1	-3	-6	-5	-4	/	/	Cc1cc(N2C(=O)C(=O)/C(=C(/O)c3ccc(F)cc3)C2c2ccc(F)cc2)no1 (configuration not stated)
-3	-5	-3	0	9	1	0.9	CCOc1ccccc1CNC(=O)C1CCN(c2nnc(C)c3c(C)n(-c4ccc(C)cc4)nc23)CC1
1	-1	5[16.7 µM]	-1	0	?	4.5	C/C=C/c1ccc([C@H]2[C@H]3CN(S(=O)(=O)c4ccc(OC)cc4)CCCCN3[C@H]2CO)cc1
2	-3	/	2	-2	-5	0.2	C=CCN(C(=O)c1csnn1)C(C(=O)NCc1ccccc1)c1cccs1 (configuration not stated)
-2	0	/	5	-2	1	-1.8	COc1ccccc1NC(=O)CCN1C(=O)C2CC=CCC2C1=O (configuration not stated)
-3	-2	/	6	-3	5	2.8	COc1ccc2c3c([nH]c2c1)[C@H](CO)N(Cc1cccc(F)c1)CC31CCN(Cc2ccccn2)CC1
2	3	/	-4	-1	5	2.1	CC(C)(C)OC(=O)N1Cc2cc3ccccc3nc2C1
3	-4	3	2	0	1	-1.1	CCOc1cccc(C(=O)Nc2ccc(NC(=O)c3ccccc3)c(C)c2)c1
1	-2	3[16.7 µM]	2	7	-5	3.5	C[C@H](CO)N1C[C@H](C)[C@H](CN(C)Cc2ccc3c(c2)OCO3)Oc2ccc(NC(=O)Cc3ccccc3)cc2C1=O
-1	0	0	-8	0	-1	0.2	O=S1(=O)CC2SC(=S)N(Cc3ccccc3)C2C1 (configuration not stated)
-1	4	2	-6	/	-13	3.6	NS(=O)(=O)OCC(Cc1ccccc1)N1C(=O)c2ccccc2C1=O (configuration not stated)
-1	-3	/	7	0	2	-3.2	CC(C)CN(CC(C)C)S(=O)(=O)N1CCC(C(=O)NCc2cccnc2)CC1
-83	-2	-1	3	-3	-5	3.8	Cc1c(C)n(CCCN(C)C)c2ncnc(Nc3ccc(F)cc3)c12
1	-2	/	4	-2	6	-3.5	COc1ccc(NC(=O)CN(C)C(=O)C(CCSC)NC(=O)c2ccccc2)cc1 (configuration not stated)
1	0	0[16.7 µM]	-13	-4	0	-1.5	CO[C@H]1CN(C)C(=O)c2ccc(NS(C)(=O)=O)cc2OC[C@@H](C)N(Cc2cncnc2)C[C@H]1C
-10	-2	0	2	-5	0	/	CCN(Cc1ccccc1)S(=O)(=O)c1ccc(F)cc1
/	0	32	-2	0	-5	1.6	Cc1cc(S(=O)(=O)NCc2ccccc2)ccc1OCC(=O)NCc1ccccn1

Entries of single compounds, quoted from the list.
O=C(COC(=O)c1ccc(-c2cnc3ccccc3n2)cc1)c1ccccc1 as listed: Casp6 inh = -1; ERAP1 HTS inh = 3; miR122 inh = 3; ERp5 block = 3; SIRT5 inh = 0; DENV2 CPE = 6; F508del corr = 1.9
Cc1cc(S(=O)(=O)NCc2ccccc2)ccc1OCC(=O)NCc1ccccn1 as listed: Casp6 inh = /; ERAP1 HTS inh = 0; miR122 inh = 32; ERp5 block = -2; SIRT5 inh = 0; DENV2 CPE = -5; F508del corr = 1.6

The list goes on:
Casp6 inh	ERAP1 HTS inh	miR122 inh	ERp5 block	SIRT5 inh	DENV2 CPE	F508del corr	SMILES
3	10	/	-3	-4	-5	/	CCN=C1S/C(=C\c2ccc(O)c(OCC)c2)C(=O)N1CC
2	3	-8	-2	1	5	1.5	CCOc1ccc(S(=O)(=O)N2CCN(Cc3ccco3)CC2)cc1
2	1	-1[16.7 µM]	4	-3	-2	-0.8	C[C@H]1CN([C@@H](C)CO)C(=O)c2cc(NS(C)(=O)=O)ccc2O[C@H]1CN(C)C(=O)Nc1ccccc1
-3	0	12	1	-2	-7	1.1	Cc1nc(SCC(=O)Nc2nccs2)c(C#N)c(C)c1C
0	3	1	3	-3	-2	1.0	Cn1c(=O)oc2cc(S(=O)(=O)N3CCCC(C(=O)NC4CCCc5ccccc54)C3)ccc21 (configuration not stated)
6	2	5[16.7 µM]	3	0	0	1.6	CN1C(=O)c2cc(NC(=O)c3ccc(C(F)(F)F)cc3)ccc2OC[C@H]2O[C@@H](CC(=O)O)CC[C@H]21
1&2&0	3&1&0	-3[16.7 µM]	-5&-4&4	2&-4&-4	-2&-2&-3	0.4&-2.0&5.5	C[C@@H]1CN([C@H](C)CO)C(=O)CCCn2cc(nn2)CO[C@H]1CN(C)C(=O)c1ccc(N2CCN(C)CC2)cc1
/	-4	11	-15	0	-1	1.0	O=C(CN1CCOCC1)N1N=C(c2cccs2)CC1c1cccs1 (configuration not stated)
-2	-2	-8	-19	/	15	1.8	O=C(CCCCC(=O)OC1CCCCC1)OC1CCCCC1
-1	0	-3[16.7 µM]	-2	-3	-1	-1.2	O=C(C[C@H]1CC[C@H]2[C@@H](COC[C@@H](O)CN2Cc2ccc(F)cc2)O1)NCc1ccccc1Cl
13	-11	/	4	-7	0	-1.9	CCc1c(C)c(C#N)c2[nH]c3ccccc3n2c1=S
-2	-2	/	-6	3	7	3.3	CCc1nnc(SCC(=O)Nc2ccccc2Cl)nc1CC
-4	0	-14[16.7 µM]	-1	6	-3	-1.6	O=C(C[C@@H]1C=C[C@@H](NC(=O)c2ccccc2)[C@H](CO)O1)NCc1ccc(Oc2ccccc2)cc1
25	/	/	2	1	-2	2.7	CCc1nc2ccccc2[nH]c1=O
1	-2	0	0	3	14	-0.7	CC(Sc1nc2c(c(=O)[nH]1)CCCC2)C(=O)Nc1ccc(Br)cn1 (configuration not stated)
-3	-1	29	-1	-1	1	0.3	O=C(CCCC(=O)N(c1cccc(F)c1)C(C(=O)NC1CCCC1)c1ccc(O)cc1)Nc1ccccn1 (configuration not stated)
-5	1	12[16.7 µM]	-5	11	10	1.3	C[C@H]1CN([C@@H](C)CO)S(=O)(=O)c2ccc(-c3ccccc3)cc2O[C@H]1CN(C)C(=O)c1ccc2c(c1)OCO2
/	/	-3[16.7 µM]	-1	4	/	-0.9	CC(=O)N1CCCCN2[C@H](CO)[C@@H](c3ccc(-c4ccc(F)cc4)cc3)[C@@H]2C1
5	1	/	4	-4	9	-0.8	O=C(CO/N=C/c1c(Cl)cccc1Cl)NNC(=O)c1cccc(Cl)c1

Screening results: PubChem BioAssay, Broad Institute
